From PubChem BioAssay
hK5 inh – kallikrein 5 (human) inhibition | Q9Y337 | recombinant hK5, fluorogenic AMC substrate cleavage | inhibition, % at 5 µM | hit rate 0.59% among 210,000;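 active means inhibition of 40% or more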;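 further: 0% = enzyme controls without compound and 100% = no-enzyme blanks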
Rad51 HR inh – blocks human Rad51 in homologous recombination; hit rate 0.085% among 200,000; hRad51 DNA strand exchange, fluorescence dequenching; inhibition, % at 10 µM;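 active means inhibition above 40% at the single screening dose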;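 further: 0% = DMSO control wells and 100% = blanks with heterologous ssDNA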
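Material: hRad51 filaments on single-stranded DNA; Reagent: Donor/quencher-labelled 47-bp dsDNA substrate; Compound: 10 µM final, single point; Schedule: 37 °C 15-min filament assembly, 30-min compound preincubation, 15-min exchange; Technique: FRET fluorescence, excitation 485 nm, emission 520 nm; Benchmarks: control wells and blank wells on each plate.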
Furin inh – human furin inhibition | P09958 | purified furin, fluorogenic substrate cleavage | inhibition, % at 30 µM | hit rate 0.061% among 220,000 | AID 463115; in the data active means inhibition above about 25%; further: inactives centre near -15
Target sequence (P09958 108-714 limits assumed): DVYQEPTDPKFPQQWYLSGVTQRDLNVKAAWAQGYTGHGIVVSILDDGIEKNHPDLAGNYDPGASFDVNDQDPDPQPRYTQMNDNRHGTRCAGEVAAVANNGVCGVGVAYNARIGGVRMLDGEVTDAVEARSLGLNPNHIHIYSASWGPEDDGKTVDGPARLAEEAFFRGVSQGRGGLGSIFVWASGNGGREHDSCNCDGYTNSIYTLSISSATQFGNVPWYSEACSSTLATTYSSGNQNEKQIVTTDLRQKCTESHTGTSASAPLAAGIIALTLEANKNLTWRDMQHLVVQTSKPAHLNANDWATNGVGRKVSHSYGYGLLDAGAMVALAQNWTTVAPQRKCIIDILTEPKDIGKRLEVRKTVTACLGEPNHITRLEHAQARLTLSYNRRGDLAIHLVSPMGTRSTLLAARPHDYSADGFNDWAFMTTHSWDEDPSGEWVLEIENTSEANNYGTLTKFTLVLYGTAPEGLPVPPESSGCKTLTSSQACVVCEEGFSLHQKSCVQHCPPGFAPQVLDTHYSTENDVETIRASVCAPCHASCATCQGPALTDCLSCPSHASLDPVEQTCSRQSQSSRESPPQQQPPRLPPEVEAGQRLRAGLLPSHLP
eIF4E 4G PPI – blocks eIF4E binding to eIF4G. P63073+Q04637. TR-FRET eIF4E-eIF4GI(517-606) binding, 2 h. inhibition, % at 21.7 µM. hit rate 0.37% among 220,000;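 further: 0% = full FRET control wells and 100% = background wells lacking eIF4GI fragment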
NCF1 inh – inhibitors of human p47phox binding; hit rate 0.53% among 220,000; AID 1274; inhibition, % at 24.7 µM; p47phox/p22phox peptide binding, fluorescence polarization, 2 h;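 further: 0% = p47phox with labelled peptide and 100% = labelled peptide alone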
Target sequence (P14598 whole entry, looked up): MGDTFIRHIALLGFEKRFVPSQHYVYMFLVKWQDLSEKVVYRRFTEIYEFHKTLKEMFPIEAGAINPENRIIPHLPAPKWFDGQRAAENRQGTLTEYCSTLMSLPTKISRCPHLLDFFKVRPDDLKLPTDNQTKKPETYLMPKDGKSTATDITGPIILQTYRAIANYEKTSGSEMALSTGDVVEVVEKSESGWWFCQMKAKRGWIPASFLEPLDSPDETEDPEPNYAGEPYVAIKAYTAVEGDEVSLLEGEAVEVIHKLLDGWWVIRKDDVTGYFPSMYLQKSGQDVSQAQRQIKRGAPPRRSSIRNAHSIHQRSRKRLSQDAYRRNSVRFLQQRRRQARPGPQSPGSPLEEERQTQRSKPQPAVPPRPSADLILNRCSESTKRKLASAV
14-3-3 Bad PPI – disrupts binding of bovine 14-3-3 zeta to phospho-Bad peptide. P63103. hit rate 0.71% among 220,000. TR-FRET 14-3-3zeta/Dy647-pBad peptide displacement, 1 h. inhibition, % at 21.7 µM;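 active means inhibition above about 70%, limit read from the data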;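 further: 0% = full 14-3-3 plus peptide FRET controls and 100% = background without 14-3-3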
Thrombin inh – thrombin (human) inhibition. hit rate 0.26% among 220,000. alpha-thrombin, Boc-VPR-AMC fluorogenic substrate cleavage. inhibition, % at 5 µM;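 active means inhibition at or above 40%; inactive means inhibition below 40%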;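 further: 0% = enzyme with no compound and 100% = wells without enzyme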
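Material: Human alpha-thrombin protein | Buffer or medium: pH 7.5 Tris-saline with Tween 20 | Reagent: Boc-VPR-AMC substrate, 15 µM final | Schedule: Reaction at ambient temperature | Detection: AMC fluorescence at 355 nm excitation and 460 nm emission | Evaluation: Percent inhibition scaled between no-compound controls and no-enzyme blanks | Controls: no-compound enzyme wells and no-enzyme blanks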
EBV gp42 block – EBV gp42 inhibition; inhibition, % (tested at 21.74 µM); AID 1085; hit rate 0.42% among 220,000; Fluorescence polarization binding assay, mP read-out; in the data active means inhibition above about 50%
KCC2 mod – KCC2 (human) Cl- transport modulation | hit rate 2.2% among 190,000 | KCC2 cells, thallium flux FluoZin-2 fluorescence | B-score of Tl+ flux slope (higher = more flux/activation; lower = inhibition) at 10 µM | AID 1456;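 active means thallium flux slope and its plate-corrected score both differing from the plate sample mean at a set confidence after two filtering rounds, in either direction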;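 further: slope of fluorescence scaled to starting intensity during 10 to 20 s after thallium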
Starred values were filed as active, the others as inactive; i = inactive; x = no result given; [ ] = another dose, or the depositor's remark.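 How the source made its calls, unless noted: active means inhibition above about 30% (limit read from the data); inactive means the rest.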

SMILES	hK5 inh	Rad51 HR inh	Furin inh	eIF4E 4G PPI	NCF1 inh	14-3-3 Bad PPI	Thrombin inh	EBV gp42 block	KCC2 mod
CCCc1cc(=O)oc2c(CN3CCCC3)c(O)ccc12	i	-1	-217	x	3	x	-52	-17	0.55
CC(=O)c1cccc(NC(=S)NC2CCCCC2)c1	-17	22	-33	0[fluorescence artefact?]	-5	4	-6	-4	0.66
S=C(NCc1cccs1)Nc1ccccc1	-9	x	-7	1	-16	0	-5	14	0.032
CCOC(=O)C1CCCN(c2oc(-c3ccc(OC)cc3)nc2C#N)C1 (centres undefined)	-11	2	-17	19	-6	47	-15	-4	-0.19
CCOc1ccc(S(=O)(=O)NN)cc1	5	-11	-4[20 µM]	-1	-7	1	1	1	0.69
Cc1cc(Cl)ccc1OCC(=O)Nc1ccccc1CO	2	3	-24[20 µM]	3	-4	5	-3	6	-0.43
N#C/C=C1/NC(=O)c2ccccc2S1	1	1	-1	0	-3	5	5	-8	19*
Clc1ccc(OCCSc2ncccn2)c(Br)c1	-3	9	-29	4	-9	-8	-2	4	-0.59
COc1ccc(NS(=O)(=O)c2ccc(N3CC(O)=C(c4ccccc4)C3=N)cc2)cc1	3	x	-14	-1	-10	-6	-3	-17	-0.083
COCCNC(=O)c1cc(-c2ccc(OC)c(OC)c2)on1	-18	-8	-12	-6	0	-1[fluorescence artefact?]	-11	5	x
CCN1CCN(C(=O)CSc2cc(=O)n(C)c3ccccc23)CC1	3	x	-20	-3	10	10	1	-5	x
O=C1c2ccccc2C(=O)c2c(NCc3cccnc3)cccc21	2	1	-6[20 µM]	15[fluorescence artefact?]	11	17[fluorescence artefact?]	5	-2	0.83
O=C(COc1ccc(Br)cc1)Nc1nc(-c2cccnc2)cs1	12	-8	-20	-1	-37	-2	-5	-10	1.4
CCOC(=O)N1CCN(C(=O)CSc2nc3ccccc3c(=O)n2-c2ccccc2)CC1	-6	-4	-9	-1[fluorescence artefact?]	-4	-2	-14	-15	-1.3
O=C(NCCc1ccc2c(c1)OCCO2)c1ccc(F)cc1	-5	-5	-20	4	-9	-7	-1	-22	-0.57
CCS(=O)(=O)Nc1cccc(C2=NN(S(=O)(=O)c3ccccc3)C(c3ccco3)C2)c1 (centres undefined)	7	x	-28	2	-159	-1	6	-13	-0.51
CC(C)(C)C(=O)N(Cc1ccc(Cl)cc1)Cc1cccnc1	3	9	-31	-2	-6	-6	1	-4	-0.51
CCN(CC(=O)Nc1ccccc1SC)Cc1nc2ccccc2c(=O)[nH]1	-18	x	-26	-9	9	-4	0	5	-1
Cc1ccc(CSCCNC(=O)CSCc2ccc([N+](=O)[O-])cc2)cc1	-23	7	-40[20 µM]	4	-4	2	-5	-14	x
Cc1ccc(-c2nc(-c3ccccc3)no2)cc1	-19	-8	-17[20 µM]	-1	-25	4	-6	-7	x
COc1ccc(OCc2cn3c(C)cc(C)nc3n2)cc1	-15	1	-22	22	-5	-1	-7	8	0.78
c1ccc(-c2nnc(OCC3CCCO3)c3ccccc23)cc1 (centres undefined)	-5	19	-14	1	-7	-7	-9	-4	-0.46
Cc1c(Cl)cccc1NC(=O)Cn1cc(C(F)(F)F)cc(Cl)c1=O	-7	15	-31	-2	-14	-13	3	6	-0.14
CCOC(=O)CNC(=O)CSc1ncnc2c1cnn2-c1ccc(C)cc1	-19	0	-19	-9	-6	0	1	-6	0.086

Retrieved one by one from the list above:
SMILES	hK5 inh	Rad51 HR inh	Furin inh	eIF4E 4G PPI	NCF1 inh	14-3-3 Bad PPI	Thrombin inh	EBV gp42 block	KCC2 mod
Cc1c(Cl)cccc1NC(=O)Cn1cc(C(F)(F)F)cc(Cl)c1=O	-7	15	-31	-2	-14	-13	3	6	-0.14
CCOC(=O)CNC(=O)CSc1ncnc2c1cnn2-c1ccc(C)cc1	-19	0	-19	-9	-6	0	1	-6	0.086
CCN(CC(=O)Nc1ccccc1SC)Cc1nc2ccccc2c(=O)[nH]1	-18	x	-26	-9	9	-4	0	5	-1
c1ccc(-c2nnc(OCC3CCCO3)c3ccccc23)cc1 (centres undefined)	-5	19	-14	1	-7	-7	-9	-4	-0.46

Additional results.
SMILES	hK5 inh	Rad51 HR inh	Furin inh	eIF4E 4G PPI	NCF1 inh	14-3-3 Bad PPI	Thrombin inh	EBV gp42 block	KCC2 mod
O=C(NCCc1c[nH]c2ccccc12)[C@@H]1C[C@H]1[C@@H](NP(=O)(c1ccccc1)c1ccccc1)c1ccccc1	0	-10	-13	3	-1	-16	4	-4	-0.6
CCOC(=O)c1nnc(-c2cccs2)nc1NC(C)C	115*	3	-13[20 µM]	7[fluorescence artefact?]	2	-1	4	-13	-2
COc1cc(C(=O)N2CCN(c3ccc([N+](=O)[O-])cc3)CC2)ccc1OCc1c(C)noc1C	-1	3	-12[20 µM]	-3	-8	-14[fluorescence artefact?]	-3	-5	x
COc1ccc(Cl)cc1C(=O)NNC(=O)c1cccnc1	-11	-1	-20[20 µM]	4	10	15	-4	-5	x
Cc1cc(C(=O)N/N=C/c2ccccc2Br)no1	4	-2	-16[20 µM]	-4	-3	7	-1	4	0.16
Fc1ccccc1CSCc1nc2ccccc2[nH]1	1	-8	-19	-1	-7	-22	-5	-12	0.026
CC(C)c1ccc(C(=O)CSc2n[nH]c(-c3ccncc3)n2)cc1	-1	-4	-7[20 µM]	-1	14	-3	-3	-8	-0.35
COCCN1Cc2cccc(C(=O)Nc3ccc(S(=O)(=O)N4CCOCC4)cc3)c2C1=O	x	x	-17	5	-8	0	-3	-8	0.43
Cc1cccc(OCC(=O)Nc2cc(C)c(C)cc2O)c1	16	2	-20	17	-14	2	3	-23	x
CSc1nc(-c2ccccc2)nc(C(Cl)Cl)n1	-14	-1	-19	26	-13	8	-7	-9	-0.00085
CCn1nc(CC(=O)O)c2ccccc2c1=O	19	-4	-12	-1	5	8	26	-6	0.44
Cc1cc2occ(CC(=O)NCc3cccs3)c2cc1C(C)C	-7	3	-11	17	-11	-12[fluorescence artefact?]	0	2	0.12
CSc1sc2ccccc2[n+]1CCCS(=O)(=O)[O-]	2	-2	-13	5	-8	8	3	-7	x
CC(C)(C)n1nc2c(c1NC(=O)COc1ccc(Cl)cc1)CSC2	-14	3	-12[20 µM]	-4	-14	-1[fluorescence artefact?]	2	-22	-0.73
O=C(N/C(=C\c1cccs1)C(=O)N1CCOCC1)c1ccco1	x	x	-18	4	-3	-1	0	7	1.2
C/C=C\C(=O)Nc1cccc(C2=NOC3(C2)C[C@@H](C(N)=O)N(C(=O)CC(c2ccccc2)c2ccccc2)C3)c1 (some centres undefined)	-3	1	-21	-1	-14	-4	-8	0	1.4
Cn1c2ccccc2c2c(C(=O)NCCCN3CCCC3=O)cn(C3CCCCC3)c(=O)c21	2	-4	-17[20 µM]	x	-7	x	-4	-11	x
CC1CC(C)CN(C(=O)C(C)N(C)CC(=O)Nc2ccccc2Cl)C1 (centres undefined)	-3	-11	-20	4	-14	-9	0	-32	-0.19
O=C(CCn1nc(-c2ccc(Cl)cc2)ccc1=O)N1CCOCC1	-12	-1	-25	8[fluorescence artefact?]	-18	1[fluorescence artefact?]	-4	-20	x
COc1ccc(N(C(C)=O)S(=O)(=O)c2cccc3cccnc23)cc1	-14	-4	-6	4	-9	0	-2	-3	1.4
Cc1ccc2[nH]cc(C(=O)CN3CCN(C)CC3)c2c1	-12	6	0[20 µM]	-1[fluorescence artefact?]	-11	-5[fluorescence artefact?]	0	-20	1.9
COc1ccc(Nc2nc(N)nc(CSc3nncn3C)n2)cc1	-4	-2	-6[20 µM]	-2	8	-5	-5	-2	x
Cc1ccc(C(=O)CSc2nc(C)cc(C)c2C(N)=O)cc1	49*	1	-21[20 µM]	-2[fluorescence artefact?]	3	-10	104*	-12	x
COc1cc(Nc2ccccc2Cl)c([N+](=O)[O-])nc1[N+](=O)[O-]	-7	7	-8[20 µM]	4	-13	3	2	-3	0.61
CN1CCN(S(=O)(=O)c2ccc3[nH]c(=O)oc3c2)CC1	-8	x	-9	3	-10	-7[fluorescence artefact?]	0	-11	0.84
Cn1c(CCCCCN)nc2ccccc21	-8	5	-15	8	-31	3	1	4	0.19
CCOC(=O)c1cc(NC(=O)Nc2ccc(OC)c(OC)c2)c(C)nc1C	-16	6	-7[20 µM]	4	-9	-3	37	-15	-0.76
O=C(CSc1ncc(-c2ccccc2)[nH]1)Nc1cccc(O)c1	-4	-6	-14[20 µM]	-3	-18	-13	4	-18	-0.01
O=C(NNS(=O)(=O)c1ccc(Br)cc1)C1CCCCC1	1	-2	-18	-1	-2	-6	-4	-2	-0.16
CCOC(=O)c1ccc(S(=O)(=O)N2CCN(CC3CC=CCC3)CC2)cc1 (centres undefined)	5	-2	-23	2	0	-21	0	-9	0.44
CC(C)(C)n1ncc2c(=O)n(CC(=O)c3ccc(Cl)cc3)cnc21	-6	-6	-23	7	4	-5	0	-4	x
COc1ccc(N(C(=O)c2cccc(OC)c2OC)C2C=CS(=O)(=O)C2)c(OC)c1 (centres undefined)	-19	3	-22[20 µM]	-6	8	-7[fluorescence artefact?]	-5	-9	0.58
CCOC(=O)CNC(=O)CSc1nnc(-c2ccccc2)c(-c2ccccc2)n1	2	x	6	-3	-1	-5	1	1	-1.3
O=C(Cc1ccccc1)N1N=C(c2ccncc2)CC1(O)C(F)(F)F (centres undefined)	-3	18	-23	-2	-11	-2	2	-8	-0.31
Cc1onc(-c2ccccc2)c1C(=O)N1CCOCC1	5	0	-2[20 µM]	8	14	11	4	7	0.0026
O=C(CCN1C(=O)c2ccccc2S1(=O)=O)Nc1cccc2ccccc12	-5	2	-21	1	2	-1	5	-11	-2.7
CCNC(=O)c1c(C)[nH]c(C(=O)OCC)c1C	-3	-2	-16	1	-13	-11	3	-4	0.05
Nn1c(SCc2ccc(F)cc2)nnc1-c1ccccn1	2	x	-16	-2	-14	-4	-4	-13	0.36
FC(F)(F)c1ccc(NC(=S)NC2CCCCC2)cc1	-5	-1	-7	-4	-5	-8	-6	-6	0.002
COc1ccc(NC(=O)CC2C(=O)N(c3ccc(Cl)cc3)C(=S)N2NC(=O)c2cccc(F)c2)cc1 (centres undefined)	-23	8	-2	5	-11	-31	-8	-4	0.34
O=C(Cc1ccc(S(=O)(=O)N2CCOCC2)s1)Nc1nc2c(s1)CCCC2	-80	-7	-15[20 µM]	1	-27	54	-2	-11	0.85
CCOc1ccc(OCCn2c(=S)[nH]c3c(N)ncnc32)cc1	-3	-4	-39	4	-11	-18	3	-20	-0.24
CC1(C)Cc2c(C#N)c(SCC(=O)c3ccccc3)nc(N3CCOCC3)c2CS1	-1	-4	-16[20 µM]	-2	-14	-5	-11	-5	-0.14
COc1ccc(-c2c(C)[nH]n3c(=O)c(Cc4ccccc4)c(C)nc23)cc1OC	-3	-25	-34	-1	-2	-15	3	-11	-0.64
Cc1cc(C)n(CC(=O)O)c(=O)c1[N+](=O)[O-]	-4	-5	-9	4	-4	1	1	7	-0.089
CC(C)(C)Nc1nc(N)nc(Cl)n1	29	-8	-7	1	3	0	7	-15	-1.1
Cc1cccc2c(C(=O)n3cccn3)cc(-c3ccccc3Cl)nc12	2	3	-15	-2	3	-4	-5	7	0.76
S=C1NC[C@H](CC2CCCCC2)N1CCCCC1CCCCC1	-4	5	-26	31*	-8	-1	-2	-8	2.5
c1ccc(Oc2c3ccccc3nc3ccccc23)cc1	0	20	-32	-5	-15	-3	0	-8	x
N#Cc1ccccc1CN1C(=O)S/C(=C/c2cccn2-c2cccc(C(=O)O)c2)C1=O	-32	-5	-6[20 µM]	14[fluorescence artefact?]	-72	-3[fluorescence artefact?]	3	6	-2.3
